Compound activity deposited in PubChem by National Center for Advancing Translational Sciences (NCATS).
TDP1 cell noCPT = qHTS for Inhibitors of human tyrosyl-DNA phosphodiesterase 1 (TDP1): qHTS in cells in absence of CPT; DT40 Tdp1-/- hTDP1 cells, no CPT, ATP luminescence, 48 h; Potency, µM (doses to about 46.2 µM), without a hit: at the highest dose activity change, negative = growth inhibition, hits mostly inhibitors; hit rate 15% among 420,000; AID 686978, 2013; active = well fitted inhibition curve with a large enough effect; inconclusive = small, poorly fitted or top-dose-only effect; also: nearly all actives have a fitted effect of over 55% in size
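Luminescent ATP content (CellTiter-Glo) served as the growth readout. Knockout chicken DT40 cells expressing human TDP1 were exposed to compounds without camptothecin for a minimum 48 hr at 37 °C.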
* = called active by the depositor; & = joins results of further samples; [ ] = remark or other dose. % is scaled to controls: 0 for no effect and ±100 for the full control effect; potency is read from the fitted curve at half-maximal effect. A portion of the library. The share of hits here may be higher or lower than overall.

Cc1ccc(/C(N)=N/OC(=O)N2c3ccccc3Sc3ccccc32)cc1 was read as TDP1 cell noCPT 21µM*.
CC(CC(=O)Nc1ccc2c(c1)c(=O)n(C)n2Cc1ccc(F)cc1)C(F)(F)F (centres undefined) was read as TDP1 cell noCPT inconclusive.
For Cc1ccccc1CC1(C)C(=O)Nc2ccc(S(=O)(=O)NC3CCCCC3)cc21 (centres undefined) the results were TDP1 cell noCPT 21µM*.
Screening CN(C)C(CNC(=O)C1CCN(S(=O)(=O)c2cc(Cl)ccc2Cl)CC1)Cc1ccccc1 (centres undefined) returned TDP1 cell noCPT inconclusive.
Cc1ccc(CN2CCC(C)(Oc3cccc(Cl)c3)C2)cc1 (centres undefined) was read as TDP1 cell noCPT inconclusive.
For CC1(C(=O)NS(=O)(=O)C2CC2)CCN(C(=O)c2ccccc2C(F)(F)F)C1 (centres undefined) the results were TDP1 cell noCPT -1%.
Screening Nc1c2c(nc3ccccc13)CSCC2 returned TDP1 cell noCPT inconclusive.
For COC(=O)c1ccc(Cl)c(NC(=O)CN(c2ccc(OC)cc2)S(=O)(=O)c2ccccc2)c1 the results were TDP1 cell noCPT inconclusive.
`Brc1ccc2nc(-c3ccco3)c(Cc3ccsc3)n2c1` gave TDP1 cell noCPT inconclusive.
For COc1ccc(OC)c(N(CCN2C(=O)c3ccccc3C2=O)C(=O)CCl)c1 the results were TDP1 cell noCPT 21µM*.
Screening CCNC(=O)C1(C)CCN(C(=O)c2ccc(C(=O)OC)cc2)C1 (centres undefined) returned TDP1 cell noCPT -11%.
COc1ccc(C#Cc2c(-c3ccsc3)oc3ccc(-c4cc(OC)c(OC)c(OC)c4)cc23)cc1 was read as TDP1 cell noCPT -9%.
`Cc1ccccc1C(=O)c1ccccc1C(=O)c1ccccc1` gave TDP1 cell noCPT 16µM*.
Screening CC1(C(=O)NCc2ccccc2)CCC(=O)N1C1CCN(Cc2ccccc2)CC1 (centres undefined) returned TDP1 cell noCPT -6%.
Screening CC(C)Nc1nc(Nc2ccc(C(N)=O)cc2)c2sccc2n1 returned TDP1 cell noCPT inconclusive.
Screening CC(C)NC(=O)OCc1c(COC(=O)NC(C)C)c([N+](=O)[O-])n2c1CCC2 returned TDP1 cell noCPT 4%.
`COc1ccc(NC(=O)C2(C)CCN2CCc2ccccc2)cc1OC` (centres undefined) gave TDP1 cell noCPT inconclusive.
`CC1(C)C2CCC(CN)C1C2` (centres undefined) gave TDP1 cell noCPT 2%.
For CS(=O)(=O)c1ccc(-c2csc(C(O)c3cccc(Cl)c3)n2)cc1 (centres undefined) the results were TDP1 cell noCPT inconclusive.
COc1cccc(NC(=S)NC(Cc2ccccc2)c2ccccc2)c1 (centres undefined) was read as TDP1 cell noCPT 16µM*.
Screening O=S1(=O)CCN(c2ccccc2CC(c2c[nH]c3ccccc23)c2c[nH]c3ccccc23)CC1 returned TDP1 cell noCPT 13µM*.
Screening O=C(O)C(Cc1ccccc1)N1C(=O)c2c(Cl)c(Cl)c(Cl)c(Cl)c2C1=O (centres undefined) returned TDP1 cell noCPT -6%.
`COc1ccc(Cl)cc1Cn1c(C)c(C(=O)NCc2cccc([N+](=O)[O-])c2)sc1=O` gave TDP1 cell noCPT inconclusive.
`CC(O)[C@H]1CN=C(N)N1CC(C)(C)C` (some centres undefined) gave TDP1 cell noCPT -9%.
CCCCOCCCNC(=O)C[C@@H]1C[C@@]2(C(=O)OC)CCCCC=C2N(Cc2ccco2)C1=O was read as TDP1 cell noCPT 16µM*.
Screening OCCNCc1cccc(-c2ccccc2)c1O returned TDP1 cell noCPT -8%.
Screening Cn1c(=S)c2[nH]c(SCCN)nc2n(C)c1=O returned TDP1 cell noCPT 5.8µM*.
For Cc1ccc2c(=O)n3c(nc2c1)C(CC(C)C)NC(=O)c1cccnc1-3 (centres undefined) the results were TDP1 cell noCPT inconclusive.
`C[C@H]1CN([C@@H](C)CO)C(=O)CCCn2cc(nn2)CO[C@@H]1CN(C)S(=O)(=O)c1ccc(-c2ccccc2)cc1` gave TDP1 cell noCPT inconclusive.
Screening Cc1cccc(-n2c(C)nc3cc(C(=O)NCCN4CCOCC4)ccc32)c1 returned TDP1 cell noCPT -14%.
`Cc1cc(C)c(NC(=O)C2C(=O)Nc3ccccc3C(=O)N2C(C)(C)C)c(C)c1` (centres undefined) gave TDP1 cell noCPT 0%.
COCC(=O)N1C[C@@H](C)[C@@H](OC)CN(C)C(=O)c2ccc(NC(=O)c3cnccn3)cc2OC[C@H]1C was read as TDP1 cell noCPT -6%.
For CCNC(=O)c1cc2c(c(-c3cccc(-c4cc5ccccc5o4)c3)n1)[C@H](CCO)N(C(=O)NC(C)C)C2 the results were TDP1 cell noCPT 9.2µM*.
For Cc1ccc(S(=O)(=O)N(C)C[C@@H]2OCc3cn(nn3)CCCC(=O)N([C@@H](C)CO)C[C@H]2C)cc1 the results were TDP1 cell noCPT -5%.
`Cc1cc(C)n(-c2ccc(C(=O)N3CCN(S(=O)(=O)c4cccc(Br)c4)CC3)cc2)n1` gave TDP1 cell noCPT 21µM*.
`O=C(O)c1ccccc1-c1ccccc1C(=O)Nc1ccc2c(c1)C(=O)c1ccccc1-2` gave TDP1 cell noCPT inconclusive.
`COc1ccc(NC(=O)CCn2c(=S)[nH]c3ccccc3c2=O)cc1Cl` gave TDP1 cell noCPT -9%.
`CCOC(=O)c1ccc(N(C(=O)c2ccccc2)c2ccccc2)cc1` gave TDP1 cell noCPT inconclusive.
Screening C=CCNC(=O)CSc1nnc(-c2cccc(S(=O)(=O)N3CCOCC3)c2)o1 returned TDP1 cell noCPT -2%.
For COc1ccc(Cc2c(-c3cccc(Cl)c3)nc3ccc(Cl)cn23)c(C)c1 the results were TDP1 cell noCPT inconclusive.
CCc1nc2ccc(C(=O)NCCCN3CCCC3=O)cn2c1N(CC)Cc1cccc(Br)c1 was read as TDP1 cell noCPT inconclusive.
`CN1C[C@@H]2[C@@H]3C(=O)N(Cc4ccccc4)C(=O)[C@@H]3[C@](C)(C1=O)N2C(=O)c1ccc(Br)cc1` gave TDP1 cell noCPT -10%.
`CCOc1ccc(CCNC(=O)COC(=O)c2cccc(S(=O)(=O)N(C)C)c2)cc1OCC` gave TDP1 cell noCPT -17%.
`C=CCOC(=O)C1=C[C@H](c2csc3ccccc23)C[C@H](OCCCCO)O1` gave TDP1 cell noCPT inconclusive.
`O=S(=O)(O)c1cccc2cccc(Nc3ccccc3)c12` gave TDP1 cell noCPT 30%&8%[activator].
COc1ccc(C(=O)N2CCN(S(=O)(=O)c3ccc(C)cc3C)CC2)cc1S(=O)(=O)N1CCOCC1 was read as TDP1 cell noCPT -13%.
Screening CCOC(=O)c1c(NC(=S)SC)sc(C(=O)N2CCc3ccccc3C2)c1C returned TDP1 cell noCPT inconclusive.
For COc1cc(C=O)ccc1OC(=O)Nc1ccccc1 the results were TDP1 cell noCPT -6%.
`CCN1C(C)=CC(=O)[C@@H](O)[C@H]1c1ccccc1Br` gave TDP1 cell noCPT -9%.
For CC1(C(=O)Nc2cccnc2)Cc2c(-c3ccc4c(c3)OCO4)ccnc2O1 (centres undefined) the results were TDP1 cell noCPT inconclusive.
Screening O=C(NCCNc1ccc([N+](=O)[O-])cc1)c1ccccc1Cl returned TDP1 cell noCPT inconclusive.
Cc1ccc(-c2cc(C(=O)Nc3ccccc3C(N)=O)c3ccccc3n2)o1 was read as TDP1 cell noCPT 10µM*.
CC1(C(=O)Nc2ccc3c(c2)OCCO3)CN(S(C)(=O)=O)CC(=O)N1Cc1cccc(F)c1 (centres undefined) was read as TDP1 cell noCPT -8%.
COc1ccc(CCNC(=O)CSc2ccc3nnc(CCNC(=O)c4ccc(C)cc4)n3n2)cc1OC was read as TDP1 cell noCPT 22%.
`CCc1nnc(NC(=O)c2ccco2)s1` gave TDP1 cell noCPT 6%.
For CCOc1ccccc1C=C1SC(=S)NC1=O the results were TDP1 cell noCPT inconclusive.
For C=CCNc1nc(NCc2ccc(N(C)C)cc2)c2sc(-c3ccccc3)cc2n1 the results were TDP1 cell noCPT 5.8µM*.
For CC(O)C(NS(=O)(=O)c1ccc(Cl)cc1)C(=O)OCCOc1ccc(F)cc1 (centres undefined) the results were TDP1 cell noCPT inconclusive.
COCOCCn1cc(CN2CCS(=O)(=O)N(Cc3ccc(-c4cccc(CO)c4)cc3)C(C(C)C)C2=O)nn1 (centres undefined) was read as TDP1 cell noCPT 21µM*.
`O=C1CCCC2=C1CC(C(=O)OCc1ccccc1)C(=O)N2Cc1ccccc1` (centres undefined) gave TDP1 cell noCPT -2%.

Of the compounds above, these contain an NH in an aromatic ring:
Screening O=S1(=O)CCN(c2ccccc2CC(c2c[nH]c3ccccc23)c2c[nH]c3ccccc23)CC1 returned TDP1 cell noCPT 13µM*.
Screening Cn1c(=S)c2[nH]c(SCCN)nc2n(C)c1=O returned TDP1 cell noCPT 5.8µM*.
`COc1ccc(NC(=O)CCn2c(=S)[nH]c3ccccc3c2=O)cc1Cl` gave TDP1 cell noCPT -9%.

More structures:
`CC(C)CN(C(=O)C1=COCCO1)c1c(N)n(Cc2ccccc2)c(=O)[nH]c1=O` gave TDP1 cell noCPT 8%.
Screening CC(=O)Oc1ccc(Cl)cc1CN(C(C)=O)C1CCCCC1 returned TDP1 cell noCPT inconclusive.
Screening CCC[C@H]1COCCS(=O)(=O)N1Cc1ccc(F)cc1 returned TDP1 cell noCPT -15%.
Cc1ccc(/C=C2/CNC/C(=C/c3ccc(C)cc3)C2=O)cc1 was read as TDP1 cell noCPT 13µM*.
Screening Cc1nc(-c2ccccc2)cc(-c2ccccc2)n1 returned TDP1 cell noCPT 0%.
Screening CCOc1ccc(Nc2ccc(S(=O)(=O)N3CCOCC3)cc2[N+](=O)[O-])cc1 returned TDP1 cell noCPT inconclusive.
For OC(c1ccc2c(c1)CN(Cc1cccn1-c1cccnc1)CCO2)C1CCCCC1 (centres undefined) the results were TDP1 cell noCPT -29%.
`COc1ccc(Cc2c(-c3cccc(Cl)c3)nc3ccc(Br)cn23)c(C)c1` gave TDP1 cell noCPT inconclusive.
`CCCCN1C(=O)C(CC(=O)NCCCN(C)C)CC(C(=O)N2CCOCC2)=C1C` (centres undefined) gave TDP1 cell noCPT -15%.
`Cc1ccc2nc(SCC(=O)N3N=C(c4cccs4)CC3c3ccc(F)cc3)nc(=O)n2c1` (centres undefined) gave TDP1 cell noCPT inconclusive.
Screening CC1(C(=O)NS(=O)(=O)c2ccc(Cl)cc2)CCN1C(=O)CC1CCCC1 (centres undefined) returned TDP1 cell noCPT 0%.
Screening O=C(COC(=O)c1cccc(Br)c1)NC1CCCCCCC1 returned TDP1 cell noCPT inconclusive.
Screening CCCS(=O)(=O)NC(=O)C1(C)CCN(C(=O)c2cc(C)on2)C1 (centres undefined) returned TDP1 cell noCPT inconclusive.
For COc1cccc(CNC(=O)c2ccc(S(=O)(=O)N3CCCCC3)cc2)c1 the results were TDP1 cell noCPT inconclusive.
Cc1oc(-c2ccccc2NS(C)(=O)=O)nc1CN(C)Cc1ccc(Cl)cc1 was read as TDP1 cell noCPT 21µM*.
For CCC(C)n1c(SCC(=O)NC2CC2)nc2ccccc2c1=O (centres undefined) the results were TDP1 cell noCPT inconclusive.
COC(=O)C1CCN(Cc2ccc3c(c2)CN(C(=O)c2cc(-c4ccc(C)o4)[nH]n2)CCO3)CC1 was read as TDP1 cell noCPT inconclusive.
Screening COc1c(Cl)cc(C(=O)O)cc1Cl returned TDP1 cell noCPT -4%.
Screening O=C1C[C@H]2C=CCc3cccc(c32)CN1Cc1ccc(F)cc1 returned TDP1 cell noCPT 13µM*.
For CCOP(=O)(OCC)c1nc(-c2ccc(C)cc2)oc1N1CCOCC1 the results were TDP1 cell noCPT -24%.
CC1=CC(=O)[C@@H](OC(=O)Nc2ccc(C)cc2)[C@@H](c2ccccc2Br)N1C was read as TDP1 cell noCPT -12%.
`O=C(Nc1ccccc1OC(F)F)c1ccc(N2CCCC2=O)cc1` gave TDP1 cell noCPT -26%.
`C[C@H]1CN([C@@H](C)CO)C(=O)CCCn2cc(nn2)CO[C@@H]1CN(C)S(=O)(=O)c1ccccc1C#N` gave TDP1 cell noCPT -19%.
For COc1cc(CN2C[C@@H](CO)O[C@@H](n3cnc4c(NCC(C)C)ncnc43)C2)cc(OC)c1OC the results were TDP1 cell noCPT 2%.
`O=C(Nc1ccc(C(=O)N2CCN(c3ccncc3)CC2)cc1)c1ccc(Br)o1` gave TDP1 cell noCPT inconclusive.
`O=c1c2c3nc4ccccc4nc3n(CCN3CCOCC3)c2ncn1CCN1CCOCC1` gave TDP1 cell noCPT -27%.
`C[C@@H]1CN([C@H](C)CO)C(=O)CCCn2nncc2CO[C@@H]1CN(C)C(=O)C1CCCCC1` gave TDP1 cell noCPT 3%.
For Cc1c(O)cc2c(c1C)O[C@](C)(CCC[C@H](C)CCC[C@H](C)CCCC(C)C)CC2 the results were TDP1 cell noCPT -16%.
`Cc1cc(C)c(N2C(=O)CC(Sc3ccccc3N)C2=O)c(C)c1` (centres undefined) gave TDP1 cell noCPT 7.3µM*.
`C[C@@H]1CN([C@H](C)CO)C(=O)CCCn2cc(nn2)CO[C@H]1CN(C)C(=O)Nc1ccc(C(C)(C)C)cc1` gave TDP1 cell noCPT -6%.

Filtered by structure: the compounds so far containing a nitro group on carbon (4)
Screening CC(C)NC(=O)OCc1c(COC(=O)NC(C)C)c([N+](=O)[O-])n2c1CCC2 returned TDP1 cell noCPT 4%.
`COc1ccc(Cl)cc1Cn1c(C)c(C(=O)NCc2cccc([N+](=O)[O-])c2)sc1=O` gave TDP1 cell noCPT inconclusive.
Screening O=C(NCCNc1ccc([N+](=O)[O-])cc1)c1ccccc1Cl returned TDP1 cell noCPT inconclusive.
Screening CCOc1ccc(Nc2ccc(S(=O)(=O)N3CCOCC3)cc2[N+](=O)[O-])cc1 returned TDP1 cell noCPT inconclusive.
